RAD54 inh – RAD54 (human) branch migration inhibition; Q92698; RAD54 Holliday junction branch migration, FAM/BHQ fluorescence; inhibition, % at 10.4 µM; 0.14% of 360,000 active; AID 602329;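 active = mean normalized replicate activity at least 40 and at least half of replicates scoring 40 or more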;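 note: 0% = median of neutral control wells and 100% = median of positive control wells; inhibitors cause a drop in the FAM fluorescence signal; in these data hits start at about 50%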
FN deposition inh – fibronectin deposition inhibition; AH1F fibroblasts, Alexa488-fibronectin deposition fluorescence, overnight; inhibition, % at 12.6 µM; 0.086% of 350,000 active;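 active = mean inhibition across replicates of 30% or more, regardless of how many single replicates reach that level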;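 note: positive control wells lacked labelled fibronectin entirely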
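Material – AH1F fibroblast monolayer, labelled fibronectin deposition · Reagent – labelled fibronectin 24 nM · Timing – 1 h adhesion, overnight exposure · Measured by – fluorescence at 485 nm excitation, 525 nm emission · Read-out – inhibition of fibronectin deposition signal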
EWS-Fli block – EWS/Fli transcriptional activity inhibition | A673 NR0B1-luciferase reporter, viability-normalised | inhibition, % at 12.6 µM | 0.67% of 350,000 active | AID 651661;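 active = mean inhibition of at least 50% after viability correction, with every replicate also passing that limit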;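 note: firefly luciferase signal divided by Alamar Blue viability fluorescence both relative to DMSO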
XiGFP reactiv – reactivates the inactive X chromosome in mouse fibroblasts | XiGFP mouse fibroblasts, % GFP-positive cells imaging, 3 d; cells co-treated with 5-aza-dC sensitizer; scaled so ellipticine positive control = 100% | activation, % at 7.58 µM | 0.055% of 360,000 active;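 active = mean normalized replicate activation at least 10% and every replicate at or above 10%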;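 note: 0% = median of on-plate neutral control wells and 100% = ellipticine 6 µM median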
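Assay system – SV40-immortalized XiGFP fibroblast cells, line 68-5-11 · Buffer or medium – DMEM supplemented with 5-aza-dC as sensitizing agent · Dosing – one concentration, pinned · Benchmarks – positive control ellipticine, 6 µM final · Times – 3 days compound exposure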
esBAF inh – SWI/SNF esBAF complex inhibition | mouse ES cells, Bmi1-luciferase knock-in reporter, 24 h; 100% = twice the neutral-well signal | reporter increase, % at 12.5 µM | 2% of 350,000 active | AID 602393; in the data active = activation above about 40%;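 note: 0% = median of the plate's neutral control wells and 100% = double that signal; a rise in the Bmi1 reporter signal indicates esBAF inhibition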
S100A4 MyoIIA – inhibitors of human S100A4 binding to myosin IIA peptide | S100A4/TAMRA-MyoIIA peptide fluorescence polarization | inhibition, % at 10.7 µM | 0.14% of 360,000 active | AID 652163;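 active = mean inhibition of at least 70% across replicates, with every replicate also reaching that level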
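Test system: S100A4 monomer protein. Medium: HEPES buffer with Ca2+, pH 7.2. Reagent: fluorescent myosin IIA peptide, 5 nM. Compound dosing: single-point compound testing. Timing: 5 min between mix addition and reading. Benchmarks: DMSO neutral and TFP positive wells.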
E-sel inducer – induces E-selectin expression in human endothelial cells. AID 686992. HUVEC E-selectin immunofluorescence imaging; normalized: neutral wells 0, TNF-alpha wells 100. 0.37% of 260,000 active. activation, % at 7.58 µM. P16581;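 active = mean E-selectin-positive cell signal at least 10% of the positive control, reached in at least 60% of replicates, without over 20% cell loss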;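 note: in these data hits start at about 27%; measured in HUVEC primary endothelial cells; signal is the percent of cells scored E-selectin positive by PE staining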
Target sequence (P16581 whole entry, looked up): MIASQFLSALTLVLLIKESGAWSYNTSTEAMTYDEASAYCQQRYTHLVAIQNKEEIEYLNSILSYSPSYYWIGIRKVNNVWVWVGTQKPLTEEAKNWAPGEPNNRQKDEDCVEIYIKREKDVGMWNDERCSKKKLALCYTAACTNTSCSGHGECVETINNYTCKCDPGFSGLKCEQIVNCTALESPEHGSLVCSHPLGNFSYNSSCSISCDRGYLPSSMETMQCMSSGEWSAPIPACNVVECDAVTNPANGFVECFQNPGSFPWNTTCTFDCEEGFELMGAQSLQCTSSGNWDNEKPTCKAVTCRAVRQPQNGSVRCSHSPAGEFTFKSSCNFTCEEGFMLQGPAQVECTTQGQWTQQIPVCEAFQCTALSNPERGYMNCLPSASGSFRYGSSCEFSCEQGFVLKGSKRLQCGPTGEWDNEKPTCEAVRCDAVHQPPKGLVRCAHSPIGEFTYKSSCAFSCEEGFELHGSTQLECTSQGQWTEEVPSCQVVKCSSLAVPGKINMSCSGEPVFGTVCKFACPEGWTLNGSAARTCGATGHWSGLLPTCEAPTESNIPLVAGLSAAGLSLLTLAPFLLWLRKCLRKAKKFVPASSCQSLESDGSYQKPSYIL
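Test system: HUVEC | Signal: Immunofluorescence imaging | Read-out: Percent E-selectin-positive cells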
RAD52 inh – RAD52 (human) annealing inhibition; P43351; recombinant RAD52 DNA annealing, FRET fluorescence; inhibition, % at 18.7 µM; 0.46% of 360,000 active; AID 651710;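 active = every replicate showing at least 50% inhibition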
Target sequence (P43351 whole entry, looked up): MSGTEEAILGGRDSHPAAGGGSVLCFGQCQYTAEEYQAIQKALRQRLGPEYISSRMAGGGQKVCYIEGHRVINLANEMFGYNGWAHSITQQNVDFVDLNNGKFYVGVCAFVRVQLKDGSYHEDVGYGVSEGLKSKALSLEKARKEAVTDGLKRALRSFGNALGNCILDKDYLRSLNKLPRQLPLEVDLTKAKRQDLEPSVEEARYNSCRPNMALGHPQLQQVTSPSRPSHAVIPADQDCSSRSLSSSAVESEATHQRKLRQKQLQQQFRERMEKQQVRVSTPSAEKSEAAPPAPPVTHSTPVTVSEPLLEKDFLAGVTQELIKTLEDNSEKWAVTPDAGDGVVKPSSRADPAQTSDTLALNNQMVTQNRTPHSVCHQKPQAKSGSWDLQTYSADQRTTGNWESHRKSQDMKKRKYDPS
Active calls of the source: *; nt = not tested or not shown. Compounds as they come; any-hit rate near 3%.

The first 2 records as a preview:
SMILES | RAD54 inh | FN deposition inh | EWS-Fli block | XiGFP reactiv | esBAF inh | S100A4 MyoIIA | E-sel inducer | RAD52 inh
O=[N+]([O-])c1cn(-c2nc(-c3ccco3)cc(C(F)(F)F)n2)cn1 | 0 | -6 | nt | nt | -3 | nt | -2.0 | nt
CCN(CC(=O)Nc1ccc(NC(C)=O)cc1)C(=O)c1cccc(S(=O)(=O)N2CCCC2)c1 | nt | -3 | -2 | 0.0 | nt | -4 | 0.0 | -12

The whole of this part, repeating the preview:
SMILES | RAD54 inh | FN deposition inh | EWS-Fli block | XiGFP reactiv | esBAF inh | S100A4 MyoIIA | E-sel inducer | RAD52 inh
O=[N+]([O-])c1cn(-c2nc(-c3ccco3)cc(C(F)(F)F)n2)cn1 | 0 | -6 | nt | nt | -3 | nt | -2.0 | nt
CCN(CC(=O)Nc1ccc(NC(C)=O)cc1)C(=O)c1cccc(S(=O)(=O)N2CCCC2)c1 | nt | -3 | -2 | 0.0 | nt | -4 | 0.0 | -12
O=C(COC(=O)Cc1c[nH]c2ccccc12)NC1CCS(=O)(=O)C1 (stereo not given) | 0 | 2 | 6 | 0.1 | -5 | 3 | nt | -10
C[C@@H]1CN([C@H](C)CO)C(=O)Cc2cc(NS(=O)(=O)c3cccs3)ccc2O[C@H]1CN(C)S(=O)(=O)c1ccccc1 | -1 | nt | -7 | -0.7 | -1 | 3 | 0.2 | -1
O=C1CCCCC1(c1ccccc1)c1ccccc1 | -3 | -6 | -1 | 0.4 | -7 | -1 | 1.9 | -3
CC(C(=O)N1CCN(C(=O)c2ccco2)CC1)n1sc2ccccc2c1=O (stereo not given) | 4 | 8 | -7 | 0.0 | 3 | 1 | nt | -4
O=C(COC(=O)c1ccc(Cl)nc1)NC(=O)c1ccc(OC(F)F)cc1 | -9 | 1 | 0 | -0.1 | -3 | -4 | 0.0 | 0
CC(C)c1ccc(CC(NC(=O)c2ccccc2)C(=O)NCC(=O)O)cc1 (stereo not given) | nt | -4 | 8 | 0.1 | nt | 2 | -0.4 | -13
C[C@@H]1CN([C@@H](C)CO)C(=O)c2cc(NS(=O)(=O)c3ccc(Cl)cc3)ccc2O[C@@H](C)CCCCO[C@@H]1CN(C)Cc1ccc2c(c1)OCO2 | -6 | -6 | 13 | 0.2 | 1 | 19 | nt | 46
C=CCOc1ccc(CNc2ccc3[nH]c(=O)[nH]c3c2)cc1 | nt | 4 | 9 | 0.2 | nt | -1 | -1.0 | -9
Cc1ccc(-c2nc3ccccc3c(=O)n2N)cc1 | 0 | 9 | -6 | -0.1 | 14 | -4 | 5.0 | -10
CC(C)C#Cc1cnc2c(c1)C(=O)N([C@H](C)CO)C[C@H](C)[C@H](CN(C)C(=O)c1ccccc1F)O2 | -1 | -8 | -31 | 0.0 | -6 | -1 | -0.1 | 0
CC(C)NC(=O)N(C)C[C@@H]1OCCCC[C@@H](C)Oc2ccc(NC(=O)CCCN(C)C)cc2C(=O)N([C@H](C)CO)C[C@H]1C | -1 | nt | nt | -0.1 | nt | 4 | -0.2 | -34
Cc1csc(NC(=O)c2cn3ccccc3n2)n1 | -6 | 5 | 73* | 0.1 | nt | -6 | nt | -1
CN(C)C(CNC(=O)CNC(=O)c1ccc2ccccc2c1)c1ccccc1 (stereo not given) | -2 | 7 | 10 | 0.0 | 0 | -16 | 0.4 | -1
CC(=O)NS(=O)(=O)c1ccc(N=c2ssc3c2-c2cc(C)c(C)cc2NC3(C)C)cc1 | -3 | 5 | -1 | 0.4 | -8 | -1 | nt | -18
C[C@H](NC(=O)C[C@@H]1C[C@@H]2c3cc(NC(=O)c4cccnc4)ccc3O[C@@H]2[C@H](CO)O1)c1ccccc1 | -4 | nt | 7 | -0.1 | 0 | -6 | -0.3 | 4
Cc1noc(C)c1NC(=O)Nc1ccc2c(c1)C(=O)N([C@H](C)CO)C[C@H](C)[C@@H](CN(C)C(=O)Nc1c(C)noc1C)OCCCC[C@@H](C)O2 | 1 | -7 | -7 | 0.2 | 3 | 5 | 0.0 | 2
CCc1ccc(-c2csc(NC(=O)C3=COCCO3)n2)cc1 | 17 | 6 | -93 | -0.1 | 75* | -1 | nt | -16
Cc1[nH]nc2c1C(c1cnn(C)c1)C(C#N)=C(N)O2 (stereo not given) | nt | -9 | 10 | 0.0 | nt | 4 | 2.0 | -14
O=Cc1cn(CCC(=O)O)nc1-c1cccc2ccccc12 | nt | -2 | -7 | 0.0 | nt | -5 | nt | -14
C[C@H](NC(=O)C[C@@H]1CC[C@@H](NC(=O)Cc2ccccn2)[C@H](CO)O1)c1ccccc1 | -5 | 3 | 2 | 0.0 | -9 | 12 | 0.1 | -10
CC(=O)Nc1cccc(NC(=O)CSc2nc3ccccc3o2)c1 | nt | 0 | -39 | -0.2 | nt | 1 | nt | -11
COCCCNC(=O)CN(Cc1ccccc1)S(=O)(=O)c1ccccc1 | 2 | 1 | 7 | -0.1 | 0 | -27 | 0.0 | 7
CCCCCCC[C@@H](C/C=C/CCC(=O)O)OC | -24 | 2 | 3 | -0.1 | 1 | 47 | 0.3 | -17
C[C@H](CO)N1C[C@H](C)[C@H](CN(C)Cc2ccc(Cl)c(Cl)c2)Oc2ccc(NC(=O)CCN3CCOCC3)cc2C1=O | -7 | nt | nt | 0.3 | -5 | 1 | -4.6 | -3
C[C@H]1CN([C@@H](C)CO)C(=O)c2cc(NS(=O)(=O)c3ccccc3)ccc2O[C@@H]1CN(C)CC1CCCCC1 | 0 | nt | -10 | 0.3 | -4 | 17 | -0.3 | -9
O=C(Nc1cccc(Cl)c1)N1C[C@H]2[C@@H](c3ccccc31)[C@H](CO)N2Cc1ccccc1Cl | -3 | nt | 8 | 0.4 | 7 | 7 | -0.4 | 16
Cc1nn(Cc2ccccc2)c(Cl)c1/C=C/C(=O)OC(C(=O)NC(N)=O)C(C)C (stereo not given) | 2 | -6 | 11 | 0.0 | -3 | -3 | 2.0 | -4
OC[C@@H]1[C@H](c2ccc(-c3ccc(F)cc3)cc2)[C@@H]2CN(Cc3ccccn3)CCCCN12 | 4 | nt | -5 | 0.0 | nt | -16 | -0.1 | 9
Cc1ccc(-c2cnc(C(O)c3ccc(Cl)c(Cl)c3)[nH]2)cc1 (stereo not given) | -6 | -7 | 12 | -0.2 | -1 | -4 | nt | 1
C[C@H]1CN([C@@H](C)CO)C(=O)c2cc(C#CC3(O)CCCC3)cnc2O[C@H]1CN(C)C(=O)C1CCOCC1 | 3 | nt | 0 | -1.0 | -9 | -1 | 0.4 | -4
Cc1ccccc1CNC(=O)C(C)Sc1ccccc1 (stereo not given) | -16 | 5 | -6 | 0.3 | 9 | 1 | 0.3 | 1
CCC(=O)N1[C@@H]2c3ccc(-c4ccccc4F)c(=O)n3C[C@H]1[C@H](CO)[C@H]2C(=O)NC1CCC1 | -7 | 4 | -4 | 0.2 | 0 | 0 | 0.0 | 5
CC(C)NC(=O)COc1coc(CN2CCN(c3ccccc3F)CC2)cc1=O | 0 | -3 | -10 | 0.0 | -3 | -5 | nt | -15
CCCCC1Cc2[nH]c(=S)[nH]c(=O)c2C(C(C)C)O1 (stereo not given) | nt | -17 | 11 | 0.1 | nt | -4 | 0.4 | -16
COc1cccc(S(=O)(=O)N(C)C[C@@H]2Oc3cc(C4=CCCC4)ccc3S(=O)(=O)N([C@@H](C)CO)C[C@@H]2C)c1 | -6 | -10 | 23 | -0.2 | 3 | 6 | 0.1 | 14
C/C(=N\NC(=O)c1ccccc1O)c1ccc(NC(=O)Cc2ccccc2)cc1 | 10 | -3 | -25 | 0.0 | 36 | -5 | 0.0 | -2
Cn1c(CC(=O)NNC(=O)c2ccc(F)cc2F)nc2ccccc21 | 1 | 6 | -62 | 0.0 | -2 | -2 | 0.2 | -15
O=C(Nc1ccccc1)O[C@@H]1C[C@H]2CCCC(=O)N3CC[C@@H](C1)[C@@H]23 | 4 | 2 | -36 | 0.0 | -11 | 0 | 0.6 | -12

Profiles from above. Values in the order: RAD54 inh	FN deposition inh	EWS-Fli block	XiGFP reactiv	esBAF inh	S100A4 MyoIIA	E-sel inducer	RAD52 inh
Entry for CC(C)C#Cc1cnc2c(c1)C(=O)N([C@H](C)CO)C[C@H](C)[C@H](CN(C)C(=O)c1ccccc1F)O2 : -1	-8	-31	0.0	-6	-1	-0.1	0
Entry for CC(C)c1ccc(CC(NC(=O)c2ccccc2)C(=O)NCC(=O)O)cc1 (stereo not given) : nt	-4	8	0.1	nt	2	-0.4	-13
Entry for C[C@H](NC(=O)C[C@@H]1CC[C@@H](NC(=O)Cc2ccccn2)[C@H](CO)O1)c1ccccc1 : -5	3	2	0.0	-9	12	0.1	-10
Entry for C[C@H]1CN([C@@H](C)CO)C(=O)c2cc(NS(=O)(=O)c3ccccc3)ccc2O[C@@H]1CN(C)CC1CCCCC1 : 0	nt	-10	0.3	-4	17	-0.3	-9
Entry for CCC(=O)N1[C@@H]2c3ccc(-c4ccccc4F)c(=O)n3C[C@H]1[C@H](CO)[C@H]2C(=O)NC1CCC1 : -7	4	-4	0.2	0	0	0.0	5

Following part:
SMILES | RAD54 inh | FN deposition inh | EWS-Fli block | XiGFP reactiv | esBAF inh | S100A4 MyoIIA | E-sel inducer | RAD52 inh
CCOc1ccccc1NC(=O)Nc1ccc2c(c1)CCC2 | 9 | nt | -38 | 0.1 | 48* | -2 | 0.2 | 2
Cc1ccc(C(=O)Nc2ccc(C)c(S(=O)(=O)N3CCOCC3)c2)c(C)c1 | 7 | 5 | -2 | 0.1 | -4 | -2 | nt | 7
O=C1CC(c2ccc3c(c2)OCCO3)Oc2ccccc21 (stereo not given) | -3 | 6 | nt | 0.0 | 84* | -4 | 1.3 | -8
Cc1noc(C)c1S(=O)(=O)Nc1ccc2c(c1)C(=O)N([C@H](C)CO)C[C@@H](C)[C@H](CN(C)C(=O)Nc1ccccc1)O2 | 6 | nt | -3 | -0.2 | -3 | 17 | 0.1 | -2
Cc1cc(CNC(=O)C(C)n2nc(C)c([N+](=O)[O-])c2C)c2ccccc2n1 (stereo not given) | nt | 1 | 3 | 0.3 | -1 | -2 | -0.1 | -5
CCc1nc2ccc(C(=O)NCc3ccc(OC)cc3)cn2c1N(CC)Cc1cccc(Br)c1 | 1 | 1 | 7 | 0.0 | -5 | 2 | -0.4 | -116
Cc1cccc(C(=O)Nc2ccc(C(=O)/C=C/c3ccncc3)cc2)c1 | 0 | -7 | 71* | 1.2 | 22 | 17 | nt | -18
CCCNC(=O)N1[C@H](C#N)[C@@H](c2ccc(C3=CCCC3)cc2)[C@H]1CO | -6 | -7 | -19 | 0.0 | -4 | -5 | -0.1 | -21

Assay outcomes deposited in PubChem by Broad Institute.
